# Assay outcomes as filed in PubChem BioAssay.
# Bim-Bcl-B – human Bim-Bcl-B interaction inhibition. actives 0.073% (n = 190,000). inhibition, % at 10 µM. bead-based flow cytometry, Bim peptide-Bcl-B binding;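 also: 0% = tracer peptide without compound and 100% = reference inhibitor peptide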
# RGS8-Gao – human RGS8-Galphao interaction regulation. response (percent of control binding), % at 10 µM. actives 0.34% (n = 220,000). P09471. multiplexed bead flow cytometry, RGS8-Galphao binding; actives lie on both sides; in the data active = response below about 60% or above about 140%; inactive = in between;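 also: Galphao activated as the GDP aluminium fluoride complex binding bead-coupled RGS8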
# RGS4-Gao reg – modulates binding of RGS4 to human Galphao; P09471; actives 0.33% (n = 220,000); Multiplexed bead flow cytometry; actives lie on both sides; binding response (% of control), % at 10 µM; in the data active = binding response below about 49% or above about 150%; inactive = in between;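 also: fluorescent Galphao activated with aluminum fluoride binding bead-coupled RGS4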
# ABCG2 block – human ABCG2 inhibition, ABCB1 as counter-screen; IgMXP3 cells, JC-1 efflux, flow cytometry; inhibition, % at 6.6 µM; actives 0.1% (n = 190,000);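 active = inhibition above 80%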;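 also: 0% = DMSO and 100% = nicardipine control wells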
# Target sequence (Q9UNQ0 whole entry, looked up): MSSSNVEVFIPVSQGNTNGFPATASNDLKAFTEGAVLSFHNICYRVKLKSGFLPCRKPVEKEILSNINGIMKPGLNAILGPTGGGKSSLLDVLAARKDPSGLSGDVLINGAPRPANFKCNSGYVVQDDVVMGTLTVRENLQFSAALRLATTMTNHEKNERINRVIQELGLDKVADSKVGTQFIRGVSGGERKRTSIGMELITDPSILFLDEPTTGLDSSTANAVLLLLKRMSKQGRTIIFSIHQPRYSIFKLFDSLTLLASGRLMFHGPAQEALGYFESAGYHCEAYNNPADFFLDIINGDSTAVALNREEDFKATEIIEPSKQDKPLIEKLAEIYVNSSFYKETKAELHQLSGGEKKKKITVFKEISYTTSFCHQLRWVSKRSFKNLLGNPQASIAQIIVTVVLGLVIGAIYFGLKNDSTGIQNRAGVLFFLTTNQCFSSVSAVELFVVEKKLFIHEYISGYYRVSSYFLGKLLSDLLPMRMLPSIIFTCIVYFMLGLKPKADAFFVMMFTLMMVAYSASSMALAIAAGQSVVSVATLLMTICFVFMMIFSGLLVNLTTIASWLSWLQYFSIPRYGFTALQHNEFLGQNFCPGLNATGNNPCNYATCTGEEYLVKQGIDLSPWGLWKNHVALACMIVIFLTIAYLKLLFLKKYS
#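 material = IgMXP3 (ABCG2) plus far-red-tagged CCRF-Adr (ABCB1) cells | amount = 3 million cells/mL, equal mix of both lines | also added = JC-1 transporter substrate | dosing = one concentration, 6.6 µM final | schedule = 10 min at 25 °C | measured by = flow cytometric JC-1 green MFI at 530 nm | read-out basis = percent efflux inhibition, scaled nicardipine 100% to DMSO 0%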
# ABCB1 block – human ABCB1 inhibition, ABCG2 as counter-screen | P08183 | CCRF-Adr cells, JC-1 efflux, flow cytometry | inhibition, % at 6.6 µM | actives 0.067% (n = 190,000) | AID 1326; in the data active = inhibition above about 40%;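 also: 0% = vehicle and 100% = reference inhibitor; higher value means more JC-1 retained so stronger ABCB1 efflux block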
# GSH bead fluor – compound fluoresces at 488/530 nm on GSH beads | GSH beads flow cytometry, compound fluorescence 488/530 nm; active compounds read high | fluorescence (KMESF) at 10 µM | actives 0.25% (n = 190,000) | AID 1776; in the data active = fluorescence above about 89;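 also: glutathione beads carrying GST-tagged Bcl family fusion proteins plus one bare bead set; values are compound well signal with DMSO vehicle wells as background; inactives centre near 16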
# Bim-Bcl-W – human Bim-Bcl-W interaction inhibition; Q92843; bead-based flow cytometry, Bim peptide-Bcl-W binding; inhibition, % at 10 µM; actives 0.02% (n = 190,000); AID 952;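 also: 0% = bound tracer without compound and 100% = peptide blocker; higher means less fluorescent Bim peptide bound to Bcl-W beads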
# Bim-Bcl-XL – disrupts Bim peptide binding to human Bcl-XL. bead flow cytometry, fluorescence. AID 1007. actives 0.04% (n = 190,000). Q07817. inhibition, % at 10 µM
# Bfl-1 Bim block – human Bim-Bfl-1 interaction inhibition; inhibition, % at 10 µM; Bead-based flow cytometry, Bim-Bfl-1 binding inhibition; Q16548; actives 0.12% (n = 190,000); AID 1008;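 also: 0% = wells without compound plus tracer and 100% = blocker peptide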
# RGS7-Gao – modulates binding of RGS7 to human Galphao. binding response (% of control), % at 10 µM. Multiplexed bead flow cytometry; actives lie on both sides. actives 0.35% (n = 220,000). P09471. AID 1439; in the data active = binding response below about 49% or above about 150%; inconclusive = no clear call, values can overlap the other calls; inactive = in between;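 also: fluorescent Galphao held in activated GDP-AlF4 state binding bead-coupled RGS7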
# Bim-Bcl-2 – disrupts Bim peptide binding to human Bcl-2 | P10415 | Bead-based flow cytometry, Bim peptide-Bcl-2 binding | inhibition, % at 10 µM | actives 0.06% (n = 190,000) | AID 950; in the data active = inhibition above about 40%; inconclusive = no clear call, values can overlap the other calls;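 also: 0% = no compound wells with probe peptide and 100% = reference peptide inhibitor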
# Target sequence (P10415 whole entry, looked up): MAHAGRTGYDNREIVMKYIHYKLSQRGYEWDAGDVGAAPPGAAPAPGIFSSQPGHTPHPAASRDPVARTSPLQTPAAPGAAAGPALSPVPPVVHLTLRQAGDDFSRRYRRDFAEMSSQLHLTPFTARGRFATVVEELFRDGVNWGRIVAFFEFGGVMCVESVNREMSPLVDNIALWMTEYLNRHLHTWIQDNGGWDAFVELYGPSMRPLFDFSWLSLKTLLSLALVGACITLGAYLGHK
# Active calls of the source: *; ? = inconclusive. Rule as the data show it, unless noted: active = inhibition above about 40%. Rows were taken by chance; any-hit rate near 1.1%.
SMILES,Bim-Bcl-B,RGS8-Gao,RGS4-Gao reg,ABCG2 block,ABCB1 block,GSH bead fluor,Bim-Bcl-W,Bim-Bcl-XL,Bfl-1 Bim block,RGS7-Gao,Bim-Bcl-2
COc1cccc(/C=C/C(=O)NCCc2ccc(OC)c(OC)c2)c1,-9,100,103,13,0.6,13,-6,-5,-10,99,-7
CCN(CC)C(=O)COc1ccc2oc(C)c(C(=O)OC)c2c1,-3,100,98,40,-0.2,34,0,0,-13,103,-10
O=C(NCc1cccnc1)C1c2ccccc2C(=O)N1C1CCCC1 (stereo not given),-6,104,106,1,0.5,13,-2,-2,-5,103,-5
O=C(Nc1cc(N2CCOCC2)ncn1)c1ccccc1,-14,101,98,26,1.0,28,-9,-16,-23,100,-16
CCOc1cc(C(=O)N(C)Cc2cc3cc(OC)ccc3[nH]c2=O)cc(OCC)c1OCC,-4,97,96,2,0.4,10,-5,-2,-5,97,-3
C/C(CCc1ccccc1)=N\NC(=O)C1C2CCCCC21 (stereo not given),-7,91,87,2,0.8,19,-4,-2,-2,98,-4
CCCn1nnc(NC(=O)c2ccc(OCC)c(Cl)c2)n1,-6,102,99,45,1.3,12,0,-4,-9,105,-12
O=C(c1ccccc1S(=O)(=O)NCC(O)COc1ccc([N+](=O)[O-])cc1)N1CCCCC1 (stereo not given),0,102,100,3,0.6,8,-1,-1,-3,99,-2
C=CCNc1nc(Nc2ccc(OC)cc2)nc(OC)n1,-9,98,94,50,0.8,28,-4,-9,-22,101,-10
Cc1ccc(C)c(NC(=O)COc2cccc3c2CCN(Cc2ccccc2C)C3=O)c1,-10,99,99,23,5.0,12,-6,-10,-9,97,-5
CC(=O)Nc1ccc(S(=O)(=O)NCCNC(=O)c2ccccc2F)cc1,-5,101,104,1,0.3,9,6,0,-9,98,-3
O=C(COc1ccc(Cl)cc1)NCc1nnc(SCC(=O)NCCc2ccccc2)o1,-3,110,107,0,-0.3,13,0,-1,-6,106,-8
N=C1S/C(=C\c2ccc(-c3cccc(Cl)c3)o2)C(=O)N1c1nccs1,-3,102,102,-7,-0.6,9,1,-3,0,99,-1
Cc1ccc(CNc2nc3ccccc3n3nnnc23)cc1,1,107,101,0,0.1,21,1,0,0,101,4
CC(C)NC(=S)NC1(C)CCS(=O)(=O)C1 (stereo not given),-3,118,108,16,11,16,-6,-5,2,112,1
CSc1nc2c(c(=O)[nH]1)C(c1ccc(F)cc1)CC(=O)N2 (stereo not given),-2,99,100,4,1.2,14,0,0,-3,95,-4
COc1ccc(N=C2S/C(=C\c3ccco3)C(=O)N2CC(C)C)cc1,-2,102,93,2,-0.4,23,-3,-4,0,92,1
Fc1cc(F)c2nc(N3CCOCC3)sc2c1,-11,100,102,6,0.1,13,-7,-8,-5,102,-4
O=C(NCCCN1CCOCC1)c1cc2c(s1)CCC2,-1,128,114,3,0.9,61,-4,4,-1,110,-1
Cc1cc(C)cc(NS(=O)(=O)c2cc(C(=O)NCc3ccccn3)ccc2Cl)c1,-1,102,99,3,2.1,9,0,-2,0,100,0
Cc1noc(C)c1S(=O)(=O)N1CCC(C(=O)Nc2ccc(OC(F)(F)F)cc2)CC1,-7,99,104,1,0.2,34,4,-1,-8,104,-6
C/C(=C\C(=O)c1ccc(Br)cc1)NCc1ccccc1,-9,109,105,3,0.4,69,2,-11,-14,110,-9
C=CCNc1nc2c(c(=O)n(C)c(=O)n2C)n1Cc1ccc(F)cc1,-9,100,102,11,1.3,14,-3,-5,-8,96,-6
O=S(=O)(N1CCOCC1)n1nnc2ccccc21,-2,101,100,0,0.1,10,-3,-1,-3,98,-4
Cc1ccc(S(=O)(=O)N(C)C)cc1N,0,99,98,8,1.2,13,0,0,-3,?,1
CN(c1cccc(NS(=O)(=O)c2cccc([N+](=O)[O-])c2)c1)S(C)(=O)=O,0,98,96,3,1.5,12,-1,2,-2,90,-2
CN(C)CCCNc1oc(-c2cccc(Cl)c2)nc1C#N,-1,104,106,4,0.3,16,0,-1,-2,107,-1
Cc1nc2nc(-c3ccccc3)[nH]n2c(=O)c1Cc1ccccc1,-6,104,96,3,0.6,16,-7,-5,0,99,1
Cc1nc(C#N)c(N/N=C/c2c(F)cccc2Cl)o1,-3,80,69,40,1.9,14,-1,0,0,68,0
CCOC(=O)c1ccc(NC(=O)N2CCN(C(=O)C3CCCO3)CC2)cc1 (stereo not given),-8,100,99,1,0.2,57,-5,-4,-15,100,-8
CC(C)(C)C1C/C(=C/c2ccco2)C(=O)/C(=C/c2ccco2)C1 (stereo not given),0,97,96,-11,0.1,19,11,5,10,101,9
COc1cccc(-c2nnc(-c3ccc(C(F)(F)F)cc3)o2)c1OC,-37,101,98,2,0.2,43,-31,-26,-29,99,-32
COc1ccc(N=Cc2c(O)ccc3ccccc23)cc1,-8,102,99,2,0.4,14,-1,-5,-3,98,-6
Cc1nn(C)cc1CN(C)C(=O)c1sc2cccc(Cl)c2c1Cl,-9,99,92,1,0.4,8,1,-5,-14,102,-16
Cc1ccc2nc(NC(=O)COC(=O)c3ccc(Br)o3)sc2c1,-28,98,98,1,0.1,28,-3,-2,7,101,-2
O=C(CSc1nc2c(c(C(F)(F)F)n1)CCc1ccccc1-2)NCc1ccccc1,-6,103,100,8,0.1,29,1,0,2,102,0
Cc1cccc2nc(CSCc3ccco3)cn12,-7,94,91,2,0.6,29,-1,-7,-9,88,-8
Cc1cc(C)c2c(-n3cccc3)c(C(=O)NNS(=O)(=O)c3ccc(F)cc3)sc2n1,-4,102,99,14,1.3,16,1,-1,-8,97,-3
Cc1nc2sc(C(c3ccc(Cl)cc3)N3CCN(c4ccccc4F)CC3)c(O)n2n1 (stereo not given),-14,99,101,20,1.2,27,-11,-21,-28,97,-22
O=C(O)COc1ccccc1/C=C1\SC(=Nc2ccc(F)cc2)N(c2ccc(F)cc2)C1=O,0,95,94,-3,-0.6,15,3,2,-2,90,0
Cc1cc2ncc(C(=O)N=CN(C)C)cn2n1,-5,100,101,10,1.5,16,-2,-1,-8,99,-3
Cc1cc(-n2c(SCCC#N)nnc2-c2cccnc2)ccc1Cl,-11,98,96,18,1.8,19,-6,-10,-22,99,-11
COc1ccc(/C=C2\SC(=O)N=C2N)cc1OC,-2,109,102,25,1.2,7,1,0,-18,105,-11
CC(=O)c1ccc(S(=O)c2ccccc2)cc1 (stereo not given),-4,103,105,-1,-0.3,35,0,-6,-9,98,-9
CCN(CC)CC1(O)CCN(C(=O)c2ccc(Cl)c(Cl)c2)CC1,0,99,96,0,0.0,12,3,0,-3,92,0
CCn1c(SCC(=O)N2CCCCC2C)nnc1-c1ccc(S(=O)(=O)N2CCN(C)CC2)cc1 (stereo not given),-6,110,110,0,-0.1,264*,-2,-34,-8,107,-8
COc1ccc(N2C(=O)C(CC(N)=O)N(NC(=O)c3cccc(OC)c3)C2=S)cc1 (stereo not given),-4,99,102,3,-0.3,12,-2,-3,-4,101,-2
CC(NC(=O)C1CC12CCC2)c1ccccc1 (stereo not given),-6,95,87,5,0.7,11,-6,-6,-1,88,0
CCN(CC)S(=O)(=O)c1cccc(-c2nnc(-c3ccc(C)cc3)o2)c1,0,92,92,4,1.0,12,-1,0,-1,87,-3
CN(C)CCCN(C(=O)COc1ccc(Cl)cc1)c1nc2c(F)cccc2s1,-1,101,100,3,5.2,20,0,0,1,102,-3

# Part of the list above in a different format:
# Results follow in this order: Bim-Bcl-B	RGS8-Gao	RGS4-Gao reg	ABCG2 block	ABCB1 block	GSH bead fluor	Bim-Bcl-W	Bim-Bcl-XL	Bfl-1 Bim block	RGS7-Gao	Bim-Bcl-2
> Cc1cc(C)c2c(-n3cccc3)c(C(=O)NNS(=O)(=O)c3ccc(F)cc3)sc2n1
→ -4	102	99	14	1.3	16	1	-1	-8	97	-3
> Cc1nc2sc(C(c3ccc(Cl)cc3)N3CCN(c4ccccc4F)CC3)c(O)n2n1 (stereo not given)
→ -14	99	101	20	1.2	27	-11	-21	-28	97	-22
> O=C(O)COc1ccccc1/C=C1\SC(=Nc2ccc(F)cc2)N(c2ccc(F)cc2)C1=O
→ 0	95	94	-3	-0.6	15	3	2	-2	90	0
> Cc1cc2ncc(C(=O)N=CN(C)C)cn2n1
→ -5	100	101	10	1.5	16	-2	-1	-8	99	-3
> Cc1cc(-n2c(SCCC#N)nnc2-c2cccnc2)ccc1Cl
→ -11	98	96	18	1.8	19	-6	-10	-22	99	-11
> COc1ccc(/C=C2\SC(=O)N=C2N)cc1OC
→ -2	109	102	25	1.2	7	1	0	-18	105	-11
> CC(=O)c1ccc(S(=O)c2ccccc2)cc1 (stereo not given)
→ -4	103	105	-1	-0.3	35	0	-6	-9	98	-9
> CCN(CC)CC1(O)CCN(C(=O)c2ccc(Cl)c(Cl)c2)CC1
→ 0	99	96	0	0.0	12	3	0	-3	92	0
> CCn1c(SCC(=O)N2CCCCC2C)nnc1-c1ccc(S(=O)(=O)N2CCN(C)CC2)cc1 (stereo not given)
→ -6	110	110	0	-0.1	264*	-2	-34	-8	107	-8
> COc1ccc(N2C(=O)C(CC(N)=O)N(NC(=O)c3cccc(OC)c3)C2=S)cc1 (stereo not given)
→ -4	99	102	3	-0.3	12	-2	-3	-4	101	-2
> CC(NC(=O)C1CC12CCC2)c1ccccc1 (stereo not given)
→ -6	95	87	5	0.7	11	-6	-6	-1	88	0
> CCN(CC)S(=O)(=O)c1cccc(-c2nnc(-c3ccc(C)cc3)o2)c1
→ 0	92	92	4	1.0	12	-1	0	-1	87	-3
> CN(C)CCCN(C(=O)COc1ccc(Cl)cc1)c1nc2c(F)cccc2s1
→ -1	101	100	3	5.2	20	0	0	1	102	-3

# (next part)
SMILES,Bim-Bcl-B,RGS8-Gao,RGS4-Gao reg,ABCG2 block,ABCB1 block,GSH bead fluor,Bim-Bcl-W,Bim-Bcl-XL,Bfl-1 Bim block,RGS7-Gao,Bim-Bcl-2
COc1cc(/C=C/C(=O)O)cc(S(=O)(=O)NC2CC2)c1OC,-10,104,102,7,0.5,17,-16,-15,-6,100,-7
COCCN(C(=O)CSc1ncc(C(F)(F)F)cc1Cl)c1c(N)n(Cc2ccccc2)c(=O)[nH]c1=O,-6,102,103,2,0.0,13,-4,-4,-12,99,-5
CCN(CC)CCCNC(=O)Cn1cnc2sc(C)c(S(=O)(=O)N3CCN(c4ncccn4)CC3)c2c1=O,-2,107,107,1,0.6,12,-3,-1,-3,115,-3
COc1ccc(N(CC(=O)N2CCc3ccccc3C2)S(C)(=O)=O)cc1OC,-7,101,106,1,-1.1,40,2,-5,-11,102,-6
